Neddyl block – inhibitors of cullin neddylation, primary screen, biochemical, TR-FRET, uHTS, NAE and Ubc12. NEDD8-conjugating enzyme Ubc12 (Homo sapiens) + NEDD8-activating enzyme E1 regulatory …. calls only at 25 µM. 360,000 tested, 0.58% active; in the data active means inhibition above about 36%
CSN deneddyl inh – inhibitors of CSN-mediated cullin deneddylation, primary screen, biochemical, fluorescence polarization, uHTS; COP9 signalosome complex subunit 5 (Homo sapiens), Q92905; Purified CSN, SCF-Nedd8-OG deneddylation; inhibition, % at 12.5 µM; 360,000 tested, 0.38% active;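 active means pattern-corrected inhibition above about 35%, with an unprinted fluorescence ratio check between 0.5 and 1.5, limit read from the data, passing the limit was not always enough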;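 further: 0% = enzyme with substrate and 100% = substrate without enzyme; some results filed as inactive read as strong as hits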
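assay system = purified human Csn5 enzyme expressed in HEK293T cells | amount = 0.24 nM enzyme | buffer or medium = Tris/NaCl/DTT buffer, pH 7.5 | reagent = 10 nM SCFSkp2-Nedd8OG | compound = one concentration, 12.5 µM, 0.25% DMSO | times = 90 min reaction at room temperature | signal = FP | read-out basis = % inhibition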
E coli Lon inh – inhibitors of E. coli Lon protease, primary screen, biochemical, fluorescence polarization | 360,000 tested, 0.42% active | P0A9M0 | purified E. coli Lon protease | inhibition, % at 7.94 µM | AID 602123, 2011; in the data active means inhibition above about 13%, passing the limit was not always enough;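 further: 0% = enzyme with probe and DMSO and 100% = no enzyme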
MsrA inh – bovine MsrA enzyme inhibitors, primary screen, biochemical, absorbance, HTS. inhibition, % at 15.5 µM. 360,000 tested, 0.75% active. purified bovine MsrA, absorbance read-out. AID 651718, 2012; in the data active means inhibition above about 4.5%;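 further: 0% = vehicle wells with enzyme and 100% = reference inhibitor wells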
FAS TE block – FAS thioesterase domain inhibitors, primary screen, biochemical, fluorescence intensity, uHTS; Fatty acid synthase (Homo sapiens), P49327; recombinant FAS-TE, OMFH fluorogenic substrate, fluorescence endpoint; inhibition, % at 15 µM; 360,000 tested, 0.67% active;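 active means compounds whose normalised, plate-corrected inhibition of enzyme fluorescence in the single-dose primary screen is 50% or more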;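 further: 0% = DMSO with enzyme and 100% = substrate without enzyme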
Target sequence (P49327 whole entry, looked up, the tested form may be a part): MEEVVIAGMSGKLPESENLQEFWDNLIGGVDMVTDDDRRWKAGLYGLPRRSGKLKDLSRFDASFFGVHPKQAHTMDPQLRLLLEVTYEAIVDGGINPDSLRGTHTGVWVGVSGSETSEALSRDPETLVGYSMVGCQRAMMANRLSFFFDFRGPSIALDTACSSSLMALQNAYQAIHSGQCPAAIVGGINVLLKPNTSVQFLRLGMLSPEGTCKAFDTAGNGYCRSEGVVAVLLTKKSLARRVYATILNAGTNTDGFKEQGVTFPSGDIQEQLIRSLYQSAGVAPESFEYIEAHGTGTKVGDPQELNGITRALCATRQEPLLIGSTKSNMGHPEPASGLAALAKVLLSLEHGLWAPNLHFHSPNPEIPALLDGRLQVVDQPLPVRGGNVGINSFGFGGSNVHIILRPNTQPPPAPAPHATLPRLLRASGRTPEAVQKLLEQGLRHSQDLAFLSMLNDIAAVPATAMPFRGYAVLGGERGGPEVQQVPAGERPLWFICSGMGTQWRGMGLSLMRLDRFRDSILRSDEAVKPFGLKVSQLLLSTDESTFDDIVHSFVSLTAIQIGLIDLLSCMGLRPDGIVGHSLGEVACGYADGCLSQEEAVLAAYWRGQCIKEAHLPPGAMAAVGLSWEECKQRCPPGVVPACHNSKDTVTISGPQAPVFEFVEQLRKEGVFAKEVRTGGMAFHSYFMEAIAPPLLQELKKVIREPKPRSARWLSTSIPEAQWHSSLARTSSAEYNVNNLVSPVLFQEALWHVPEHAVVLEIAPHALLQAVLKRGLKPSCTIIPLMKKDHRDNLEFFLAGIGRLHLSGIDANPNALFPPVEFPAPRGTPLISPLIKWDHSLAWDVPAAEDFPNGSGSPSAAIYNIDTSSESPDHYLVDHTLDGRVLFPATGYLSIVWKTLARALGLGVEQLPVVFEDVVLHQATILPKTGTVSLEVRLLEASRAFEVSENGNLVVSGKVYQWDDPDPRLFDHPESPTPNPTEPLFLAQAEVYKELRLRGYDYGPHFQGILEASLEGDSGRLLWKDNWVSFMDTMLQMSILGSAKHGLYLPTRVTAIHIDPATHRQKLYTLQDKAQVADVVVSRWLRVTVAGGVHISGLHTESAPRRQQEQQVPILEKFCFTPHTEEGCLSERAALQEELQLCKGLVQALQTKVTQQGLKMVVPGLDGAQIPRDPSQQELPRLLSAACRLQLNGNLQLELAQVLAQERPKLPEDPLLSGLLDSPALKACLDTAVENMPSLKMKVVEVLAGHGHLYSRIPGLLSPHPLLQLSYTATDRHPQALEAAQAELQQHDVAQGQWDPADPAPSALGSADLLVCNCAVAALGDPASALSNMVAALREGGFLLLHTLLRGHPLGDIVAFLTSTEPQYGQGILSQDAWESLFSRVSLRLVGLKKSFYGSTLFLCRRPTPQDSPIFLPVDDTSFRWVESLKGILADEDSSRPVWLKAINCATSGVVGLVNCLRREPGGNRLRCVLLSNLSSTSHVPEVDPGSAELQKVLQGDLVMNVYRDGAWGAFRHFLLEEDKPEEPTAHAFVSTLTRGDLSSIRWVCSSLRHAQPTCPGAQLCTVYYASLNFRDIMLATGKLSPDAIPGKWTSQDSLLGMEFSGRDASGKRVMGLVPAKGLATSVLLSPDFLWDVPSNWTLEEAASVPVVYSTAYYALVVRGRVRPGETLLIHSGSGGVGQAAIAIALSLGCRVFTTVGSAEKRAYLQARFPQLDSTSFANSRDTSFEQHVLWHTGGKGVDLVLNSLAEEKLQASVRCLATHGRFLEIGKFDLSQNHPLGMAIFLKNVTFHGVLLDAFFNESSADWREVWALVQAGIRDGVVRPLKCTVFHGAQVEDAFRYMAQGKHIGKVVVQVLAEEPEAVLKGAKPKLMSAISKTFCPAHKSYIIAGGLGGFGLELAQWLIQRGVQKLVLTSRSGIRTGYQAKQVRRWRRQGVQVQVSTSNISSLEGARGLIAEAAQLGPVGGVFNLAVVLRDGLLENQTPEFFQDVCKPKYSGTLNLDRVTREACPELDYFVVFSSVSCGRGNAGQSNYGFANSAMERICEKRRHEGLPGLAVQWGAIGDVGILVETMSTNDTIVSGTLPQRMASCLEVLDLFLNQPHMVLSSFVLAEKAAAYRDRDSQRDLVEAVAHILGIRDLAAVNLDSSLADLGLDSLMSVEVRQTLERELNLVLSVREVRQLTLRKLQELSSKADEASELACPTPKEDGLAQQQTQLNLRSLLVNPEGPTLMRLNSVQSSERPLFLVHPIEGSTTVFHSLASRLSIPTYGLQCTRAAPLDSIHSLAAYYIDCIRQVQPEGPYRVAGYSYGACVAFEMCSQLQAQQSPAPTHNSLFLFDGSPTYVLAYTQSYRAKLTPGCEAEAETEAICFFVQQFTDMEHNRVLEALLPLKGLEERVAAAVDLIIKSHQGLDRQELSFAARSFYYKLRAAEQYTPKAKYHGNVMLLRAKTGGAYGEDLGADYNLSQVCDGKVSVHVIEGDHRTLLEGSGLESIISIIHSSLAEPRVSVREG
bovine MsrA act – bovine MsrA enzyme activators, primary screen, biochemical, absorbance, HTS; activation, % at 10.6 µM; 360,000 tested, 0.3% active; Methionine sulfoxide reductase A (Bos taurus); purified bovine MsrA, absorbance read-out; in the data active means activation above about 7.5%;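 further: 0% = vehicle and 100% = reference activator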
Tb MetRS inh – T. brucei MetRS inhibitors, primary screen, biochemical, luminescence | 360,000 tested, 0.4% active | methionyl-tRNA synthetase (Trypanosoma brucei brucei) | inhibition, % at 11.9 µM | purified T. brucei MetRS, ATP depletion, Kinase-Glo luminescence | AID 624268, 2012;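 active means inhibition above a per-plate cutoff of the control wells' mean inhibition plus 3 SD, cut at about 5.5% in these data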;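 further: 0% = DMSO wells median and 100% = median of wells with control inhibitor compound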
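System: purified T. brucei MetRS enzyme / Detection: Kinase-Glo luciferase luminescence reporting remaining unconsumed ATP / Medium: HEPES buffer with MgCl2, KCl, DTT, spermine, BSA, pyrophosphatase / Replication: singlicate, one well per compound / Evaluation: percent inhibition relative to median high and low control wells / Schedule: 2 h aminoacylation at 25 °C after 15 min preincubation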
MLLE-PAM2 inh – inhibitors of PABP1 MLLE–PAM2 peptide binding, primary screen, biochemical, fluorescence polarization, FITC-PAM2, GST-MLLE; Polyadenylate-binding protein 1 (Homo sapiens), P11940; inhibition, % at 20 µM; 360,000 tested, 0.36% active; AID 588489, 2011; in the data active means inhibition above about 35%, passing the limit was not always enough;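 further: plate controls were DMSO wells with GST-MLLE for no effect and wells lacking GST-MLLE protein for full effect; some results filed as inactive read as strong as hits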
Rin1-Abl PPI inh – inhibitors of Rin1-Abl protein binding, primary screen, biochemical, TR-FRET; Tyrosine-protein kinase ABL1 (Homo sapiens) + Ras and Rab interactor 1 (Homo sapiens), …; inhibition, % at 7.35 µM; 360,000 tested, 0.4% active; AID 588664, 2011; in the data active means inhibition above about 5%, passing the limit was not always enough
* = called active by the depositor; i = inactive; x = no result given.

1. Cc1ccc(OCCNC(=O)CCNC(=O)c2ccc(Cl)cc2)cc1
2. Nc1nc(CSCCO)nc(Nc2ccc(F)cc2)n1
3. COc1ccccc1N1CCN(C(=O)c2oc3ccccc3c2C)CC1
4. Cc1c(CC(=O)O)c(=O)oc2c(C)c3occ(-c4ccccc4)c3cc12
5. CCOC(=O)N1CCN(C(=O)c2ccc3c(c2)NC(=O)/C(=C\c2ccc(OC)c(OC)c2)S3)CC1
6. CCc1ccc(OCC2c3cc(OC)c(OC)cc3CCN2C(C)=O)cc1 (stereo not drawn)
7. O=S(=O)(Nc1ccc(F)cc1)N1CCCCCC1
8. CCN(CC)C(=O)c1sc2nc(-c3cccs3)cc(-c3cccs3)c2c1N

compound no.	1	2	3	4	5	6	7	8
Neddyl block	i	i	i	i	i	i	i	i
CSN deneddyl inh	2.1	1.1	3.4	4.5	0.1	-0.4	4.8	5.1
E coli Lon inh	-0.8	-14.9	-6.2	6.5	3.0	-0.6	-14.2	-2.5
MsrA inh	-0.5	-0.3	0.2	0.1	1.3	x	0.1	0.4
FAS TE block	-3.4	-5.3	16.3	2.9	9.4	-2.8	-2.9	10.1
bovine MsrA act	-2.6	-3.0	-2.1	-1.8	0.2	-2.5	-6.3	-5.5
Tb MetRS inh	0.3	0.1	-1.1	-0.5	-0.1	0.6	-1.3	-0.5
MLLE-PAM2 inh	15.1	-4.0	-2.3	0.9	2.2	-4.2	-3.9	-49.6
Rin1-Abl PPI inh	-2.1	2.2	-2.1	-1.6	1.7	-0.7	2.5	-4.5

9. CCCCOC(=O)c1ccc(NC(=O)c2ocnc2C)cc1
10. O=C(Nc1ccc2oc(-c3ccncc3)nc2c1)c1cccs1
11. CCOc1ccc(OCCC(=O)Nc2cccc(S(=O)(=O)N3CCCC3)c2)cc1
12. COc1ccccc1CNC(=O)CCCn1c(=O)c2ccccc2n(CC(=O)NC2CCCC2)c1=O
13. COC(=O)[C@]1(CC(C)C)N[C@H](c2ccc(-c3ccc(OC)cc3)cc2)[C@@H]2C(=O)N(C)C(=O)[C@@H]21
14. CC(C)CN(C1CCS(=O)(=O)C1)S(=O)(=O)c1ccc2ccccc2c1 (stereo not drawn)
15. Clc1ccc(SCCN2CCNCC2)cc1
16. Clc1ccc(CN2CCC(Cc3ccccc3)CC2)cc1

compound no.	9	10	11	12	13	14	15	16
Neddyl block	i	x	i	i	x	i	i	i
CSN deneddyl inh	-7.7	5.0	-0.4	3.3	0.1	-5.0	0.3	-3.1
E coli Lon inh	-7.7	-4.6	7.4	5.0	1.8	-6.8	-1.9	-1.9
MsrA inh	x	0.8	-0.6	-0.8	0.0	-1.0	2.3	1.2
FAS TE block	9.1	-4.4	10.7	-7.6	21.7	8.8	-6.9	2.9
bovine MsrA act	-3.1	0.6	-4.4	-3.0	-4.1	-3.7	-4.3	-9.0
Tb MetRS inh	-0.9	-0.4	-0.4	-0.2	0.2	-0.5	0.1	-1.6
MLLE-PAM2 inh	-2.5	4.1	-4.9	12.0	-5.2	-6.9	-9.6	8.1
Rin1-Abl PPI inh	4.7	-3.5	3.6	-0.3	0.6	-0.4	1.2	-2.4

Part of the list above in order of molecular weight, largest number first:
10. O=C(Nc1ccc2oc(-c3ccncc3)nc2c1)c1cccs1
16. Clc1ccc(CN2CCC(Cc3ccccc3)CC2)cc1
15. Clc1ccc(SCCN2CCNCC2)cc1

compound no.	10	16	15
Neddyl block	x	i	i
CSN deneddyl inh	5.0	-3.1	0.3
E coli Lon inh	-4.6	-1.9	-1.9
MsrA inh	0.8	1.2	2.3
FAS TE block	-4.4	2.9	-6.9
bovine MsrA act	0.6	-9.0	-4.3
Tb MetRS inh	-0.4	-1.6	0.1
MLLE-PAM2 inh	4.1	8.1	-9.6
Rin1-Abl PPI inh	-3.5	-2.4	1.2

Carrying on.
17. CCCCCNC(=O)c1nc(-c2c(F)cccc2F)oc1-c1ccccc1
18. COc1ccc(NC(=O)COC(=O)c2cc3c(s2)CCC3)cc1
19. COC(=O)c1cccc(NC(=O)CN(c2ccc3c(c2)OCO3)S(C)(=O)=O)c1C
20. COC(=O)c1ccc(C)c(NC(=O)CCNC(=O)c2ccc([N+](=O)[O-])cc2)c1
21. CC1CCN(c2ccc(NC(=O)c3ccccc3[N+](=O)[O-])cc2)CC1
22. COc1ccccc1C(=O)NNC(=O)C12CC3CC(CC(C3)C1)C2
23. Cc1cc(NC(=O)c2ccc(S(=O)(=O)Nc3ccccc3)cc2)no1
24. Cc1ccc(C(=O)OCC(=O)N2CCC(c3ccccc3)=N2)cc1

compound no.	17	18	19	20	21	22	23	24
Neddyl block	x	i	i	i	i	i	i	i
CSN deneddyl inh	0.1	1.3	5.0	-8.7	-5.9	2.0	-2.5	3.7
E coli Lon inh	x	8.6	-3.7	-0.2	-0.2	-9.0	-4.6	-9.4
MsrA inh	-0.6	x	-1.5	0.3	0.5	-0.2	-1.1	-1.0
FAS TE block	x	4.9	-5.9	13.0	2.1	-3.8	-2.6	23.9
bovine MsrA act	x	-1.4	-4.6	-2.2	-3.2	-0.9	-8.6	-0.4
Tb MetRS inh	0.0	-0.3	-0.5	0.0	-1.2	0.4	-1.0	-0.1
MLLE-PAM2 inh	x	-12.1	-1.4	-13.2	-19.1	-4.0	-13.1	-0.9
Rin1-Abl PPI inh	x	1.6	1.0	-1.5	1.2	0.6	2.9	0.3

25. CCCCCCc1c(C)c2ccc(OCC(=O)N[C@@H](Cc3ccccc3)C(=O)O)cc2oc1=O
26. CCCCn1c(N)c(N(CCOC)C(=O)Cn2c(=O)oc3ccccc32)c(=O)[nH]c1=O
27. CC(C)Cc1nnc(NC(=O)c2cc(S(=O)(=O)N(C)C)ccc2N2CCCC2)s1
28. COc1ccc(OC)c(NC(=O)CCC(=O)Nc2nnc(C(F)(F)F)s2)c1
29. Cc1cccc(/C=N/NC(=O)C[n+]2ccccc2)c1
30. Cc1c(Cl)cccc1NC(=O)CNC(=O)c1ccc(F)cc1
31. O=C(Nc1nnc([C@@H]2C[C@H](O)[C@@H](CO)O2)s1)c1ccccc1Cl
32. COC(=O)CCC(=O)Nc1sc2c(c1C#N)CCCC2

compound no.	25	26	27	28	29	30	31	32
Neddyl block	x	i	i	i	i	i	i	i
CSN deneddyl inh	9.1	-4.1	-4.5	-1.3	-5.0	-1.4	0.5	-6.2
E coli Lon inh	0.9	11.4	-0.3	5.2	-1.3	-15.2	-12.2	-2.2
MsrA inh	0.8	-0.9	0.7	-0.8	0.7	0.8	0.5	-0.1
FAS TE block	3.2	-2.7	2.7	-4.9	0.0	-7.6	-8.4	5.7
bovine MsrA act	-1.5	-7.1	-5.0	-1.2	-4.1	-2.3	0.2	-4.5
Tb MetRS inh	-0.9	-0.4	-0.1	-0.1	0.0	0.0	0.1	-0.7
MLLE-PAM2 inh	16.1	0.6	-13.4	11.5	-0.8	-3.4	34.0	3.2
Rin1-Abl PPI inh	-4.0	0.8	-0.4	-3.7	2.0	1.4	-1.5	-0.9

33. COc1cc(S(=O)(=O)N2CCOCC2)ccc1NC(=O)COC(=O)CC12CC3CC(CC(C3)C1)C2
34. O=C(O)c1ccc2c(c1)C(=O)N(NC(=O)c1ccccc1)C2=O
35. Nc1cc(Cl)ccc1N1C(=O)CCC1=O
36. Cc1ccc(NC(=O)N2CCC(C(=O)NCc3ccc(F)cc3)CC2)cc1
37. COc1cc(OC)cc(-c2nc3ccccc3s2)c1
38. CC(C)[C@H](NC(=O)c1ccc(F)cc1)C(=O)OCC(=O)NC(=O)c1cccn1C
39. CCCCCNC(=O)C(c1ccc(OC)cc1)n1c(=O)c(-c2cc3ccccc3[nH]2)nc2ccccc21 (stereo not drawn)
40. Cc1ccc(Cn2ncc(C)c2N)o1

compound no.	33	34	35	36	37	38	39	40
Neddyl block	i	i	i	i	i	i	x	i
CSN deneddyl inh	-0.1	-0.5	1.2	3.2	-2.0	0.8	1.6	2.4
E coli Lon inh	-13.2	10.7	3.6	0.4	-7.3	-17.2	x	-9.2
MsrA inh	0.1	0.0	-0.8	0.3	-0.6	-0.8	0.7	0.8
FAS TE block	33.2	-1.9	-2.7	-4.1	19.6	-11.2	x	-2.8
bovine MsrA act	-1.9	-1.5	-2.9	-3.4	0.2	-1.0	x	-6.5
Tb MetRS inh	-0.3	-0.8	0.8	-0.4	-0.6	-0.3	0.2	-0.4
MLLE-PAM2 inh	-8.0	-11.1	-5.8	1.7	11.0	-14.5	x	7.6
Rin1-Abl PPI inh	-1.6	-5.3	0.1	-5.1	-0.2	-1.1	x	-0.7

Two entries picked at random from those above, as already listed:
37. COc1cc(OC)cc(-c2nc3ccccc3s2)c1
36. Cc1ccc(NC(=O)N2CCC(C(=O)NCc3ccc(F)cc3)CC2)cc1

compound no.	37	36
Neddyl block	i	i
CSN deneddyl inh	-2.0	3.2
E coli Lon inh	-7.3	0.4
MsrA inh	-0.6	0.3
FAS TE block	19.6	-4.1
bovine MsrA act	0.2	-3.4
Tb MetRS inh	-0.6	-0.4
MLLE-PAM2 inh	11.0	1.7
Rin1-Abl PPI inh	-0.2	-5.1

The list continues.
41. CCOc1ccc(S(=O)(=O)Nc2cc(S(=O)(=O)N3CCOCC3)ccc2OC)cc1
42. COc1ccc(NC(=O)c2cc(S(=O)(=O)Nc3ccc(OC)cc3)cs2)cc1
43. C=CCn1c(SCC(=O)c2cc(C)n(CC3CCCO3)c2C)nnc1-c1ccccc1 (stereo not drawn)
44. C=CCc1c(OC(C)=O)c2ccccc2n(C)c1=O
45. CC(=O)N1CCCN(C(=O)c2ccc3nc(Cc4cccc(Cl)c4)oc3c2)CC1
46. Cc1cc(Cn2nnnc2-c2ccncc2)cc(C)c1O
47. Cc1ccc(/C=C/C(=O)c2cc(Br)ccc2OC(=O)c2ccco2)cc1
48. CCCCn1c(CN2CCN(C(=O)c3ccco3)CC2)nc2c1c(=O)n(C)c(=O)n2C
49. CCCCN(C(=O)c1ccc2c(c1)S(=O)(=O)N=C1CCCCCN12)c1c(N)n(CCCC)c(=O)[nH]c1=O

compound no.	41	42	43	44	45	46	47	48	49
Neddyl block	i	i	i	i	i	i	i	i	i
CSN deneddyl inh	0.3	-4.9	-8.0	-1.0	-6.7	5.2	12.9	-3.3	5.5
E coli Lon inh	-6.8	9.7	0.0	-1.6	0.0	14.5	6.4	-3.9	-13.4
MsrA inh	-1.2	2.5	1.1	-0.4	-0.6	0.3	0.8	0.6	1.4
FAS TE block	-3.5	9.6	-4.0	-9.7	-6.2	-2.5	4.7	-1.9	-3.1
bovine MsrA act	2.1	-2.5	-6.7	-2.3	-3.5	-8.4	-11.0	-3.0	-1.2
Tb MetRS inh	-0.3	-0.6	-0.9	0.5	-0.2	-1.4	-1.7	-0.3	-0.3
MLLE-PAM2 inh	8.8	0.2	-8.6	-7.0	3.5	-6.0	2.4	8.0	8.3
Rin1-Abl PPI inh	1.1	-3.5	1.0	1.4	-3.5	-2.1	-0.4	2.8	0.3
